C-LANA FP: blocks KSHV LANA C-terminal domain binding to DNA. MBP-C-LANA/FAM-LBS DNA binding, fluorescence polarization. inhibition, % at 9 µM. actives 0.078% (n = 340,000). AID 504423;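 active means highest replicate inhibition at or above 60% at 9 µM, even if other replicates fall short; inactive means all replicates below 60% inhibition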;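 further: 0% = neutral control wells and 100% = 4 µM acridine orange control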
Pemphigus Ab inh: human desmoglein-3 autoantibody binding inhibition; DSG3-coupled beads, scFv-anti-DSG3-GFP binding, flow cytometry; hits give low values; binding (percent of control), % at 10 µM; actives 0.48% (n = 310,000); AID 588358;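 active means binding more than 3 SD below its plate's average and above zero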;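 further: hits lower antibody fragment binding to DSG3; some compounds called inactive have numbers as strong as hits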
DAGLB inhibitor: diacylglycerol lipase beta (human) inhibition; Q8NCG7; HEK293T DAGLB membrane lysate, EnzChek fluorogenic substrate; inhibition, % at 5.17 µM; actives 0.059% (n = 340,000); in the data active means inhibition above about 34%;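 further: 0% = enzyme with vehicle and 100% = wells lacking enzyme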
NSD2 inh: blocks human histone methyltransferase NSD2. NSD2 peptide methylation, AlphaScreen, 120 min. inhibition, % at 12.5 µM. actives 0.54% (n = 310,000). AID 743445; in the data active means inhibition above about 50%
Target sequence (O96028 whole entry, looked up): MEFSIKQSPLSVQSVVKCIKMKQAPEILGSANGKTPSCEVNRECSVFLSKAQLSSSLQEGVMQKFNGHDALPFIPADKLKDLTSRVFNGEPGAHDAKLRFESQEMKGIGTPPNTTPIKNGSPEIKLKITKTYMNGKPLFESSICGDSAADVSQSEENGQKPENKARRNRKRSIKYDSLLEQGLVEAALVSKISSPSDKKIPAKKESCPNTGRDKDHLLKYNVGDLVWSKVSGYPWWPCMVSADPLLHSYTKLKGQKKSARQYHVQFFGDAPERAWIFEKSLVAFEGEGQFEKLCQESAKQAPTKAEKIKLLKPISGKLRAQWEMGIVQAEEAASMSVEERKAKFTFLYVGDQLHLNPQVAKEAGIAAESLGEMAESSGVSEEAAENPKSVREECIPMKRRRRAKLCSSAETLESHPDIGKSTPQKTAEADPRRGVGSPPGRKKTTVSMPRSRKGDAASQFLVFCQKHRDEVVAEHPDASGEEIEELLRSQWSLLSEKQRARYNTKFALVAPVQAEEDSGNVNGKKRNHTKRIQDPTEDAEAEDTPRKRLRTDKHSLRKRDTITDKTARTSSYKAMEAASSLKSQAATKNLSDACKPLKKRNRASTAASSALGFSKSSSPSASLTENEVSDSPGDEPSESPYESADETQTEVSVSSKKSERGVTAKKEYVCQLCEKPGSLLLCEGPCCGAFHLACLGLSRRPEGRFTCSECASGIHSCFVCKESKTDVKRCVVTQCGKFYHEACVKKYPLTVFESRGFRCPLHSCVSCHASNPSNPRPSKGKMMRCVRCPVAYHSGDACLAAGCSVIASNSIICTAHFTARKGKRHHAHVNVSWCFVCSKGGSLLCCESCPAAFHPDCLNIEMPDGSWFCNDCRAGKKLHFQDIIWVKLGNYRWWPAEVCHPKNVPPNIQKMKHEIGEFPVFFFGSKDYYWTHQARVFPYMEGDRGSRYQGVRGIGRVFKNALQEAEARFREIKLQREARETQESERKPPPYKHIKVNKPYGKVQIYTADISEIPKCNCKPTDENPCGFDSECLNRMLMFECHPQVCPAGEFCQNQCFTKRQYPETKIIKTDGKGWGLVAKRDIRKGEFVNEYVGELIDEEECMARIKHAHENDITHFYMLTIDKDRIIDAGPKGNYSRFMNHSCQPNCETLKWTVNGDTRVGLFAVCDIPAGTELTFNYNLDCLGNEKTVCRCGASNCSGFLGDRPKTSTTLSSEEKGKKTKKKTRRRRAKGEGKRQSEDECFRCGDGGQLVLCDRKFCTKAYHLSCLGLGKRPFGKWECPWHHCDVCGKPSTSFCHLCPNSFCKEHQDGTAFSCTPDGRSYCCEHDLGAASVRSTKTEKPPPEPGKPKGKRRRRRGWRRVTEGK
CAL PDZ FP-1: blocks peptide binding to human CAL PDZ domain | Q9HD26 | purified CAL PDZ, TMR-peptide fluorescence polarization, 1 h | inhibition, % at 20 µM | actives 0.02% (n = 330,000) | AID 504414;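 active means highest replicate inhibition of at least 40%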;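 further: plate controls were DMSO neutral control wells for no effect and unlabeled competitor peptide control wells for full effect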
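Test system: purified CerCALP PDZ construct; Compound dosing: one concentration, 20 µM compound; Also added: TMR-labelled reporter peptide T*-PRC34 bound in PDZ groove; Read-out: inhibition from polarization loss; Controls: unlabelled peptide and DMSO controls; Signal: FP readout, S and P plane fluorescence; Incubation: 1 h at RT.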
CAL PDZ FP-2: CAL PDZ (human) peptide binding inhibition; Q9HD26; purified CAL PDZ, TMR-peptide fluorescence polarization, 1 h; inhibition, % at 24.9 µM; actives 0.92% (n = 300,000); AID 602252;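 active means mean inhibition of at least 30% with at least half of replicates also reaching 30%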;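 further: 0% = DMSO neutral control and 100% = excess unlabeled competitor peptide PRC23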
Cardiac RTF inh: cardiac RTF calcium desensitization; P19429+P45379; AID 493244; IANBD-labeled cardiac RTF, Ca2+ fluorescence; actives 0.12% (n = 340,000); inhibition, % at 7.15 µM;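 active means inhibition above the mean inhibition of all tested compounds plus 3 SD, cut at about 17% in these data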;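 further: assay run at fixed EC70 calcium of 1.6 mM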
Keap1 Nrf2 FP: Keap1-Nrf2 (human) interaction inhibition; Q14145; Keap1 Kelch-Nrf2 peptide fluorescence polarization, 1536-well; inhibition, % at 9.4 µM; actives 0.15% (n = 340,000); AID 504523; in the data active means inhibition above about 12%;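 further: human Keap1 Kelch domain with fluorescein labeled Nrf2 9mer peptide probe; 0% = neutral control wells and 100% = peptide positive control; higher means more block of Keap1 binding to Nrf2 peptide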
Arr AP2 block: human beta-arrestin and AP2 interaction inhibition. FITC-arrestin peptide / GST-AP2 beads, flow cytometry; AP2 beta2 appendage carries R879A mutation. actives 0.31% (n = 340,000). inhibition, % at 10 µM;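 active means inhibition above a set limit, near 3 SD of compounds lacking own fluorescence, cut at about 54% in these data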;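 further: plate controls were DMSO wells for no effect and 5 µM unlabelled arrestin peptide for full effect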
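System: GST-AP2 R879A glutathione beads; medium: PBS, Tween 20 0.05%, BSA 0.1%; reagent: fluorescein-tagged arrestin peptide at 50 nM final; schedule: pre-incubation 12 min, peptide binding 1 h, room temperature; detection: flow cytometry, FL1 (488/535 nm); read-out: inhibition as reduced fluorescein signal on beads, percent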
V-ATPase pHluor: alters yeast V-ATPase proton transport; S. cerevisiae, pHLuorin cytosolic pH fluorescence; response, % at 10 µM; actives 0.37% (n = 350,000); AID 504577; in the data active means response mostly above about 7.3%, no sharp cut-off; inactive means mostly below about 5.4%; further: actives read high; inactives centre near 0; some compounds called inactive have numbers as strong as hits
Starred values were filed as active, the others as inactive; . = no result given. These rows are one share of the data. The share of hits here may be higher or lower than overall.

No.	smiles	C-LANA FP	Arr AP2 block	DAGLB inhibitor	Cardiac RTF inh	Keap1 Nrf2 FP	NSD2 inh	CAL PDZ FP-1	Pemphigus Ab inh	V-ATPase pHluor	CAL PDZ FP-2
1	CCCC(C)C(=O)OCC(=O)NCc1ccc(OC)c(OC)c1 (configuration not stated)	-1.6	7	-3	-4	4	-4	0.1	100	-2	1
2	COC(=O)CCCCCCCCCCN1CCCCC1	0.1	7	1	0	3	2	-0.2	100	-1	-2
3	Clc1ccc2nc(N3CCCCC3)[nH]c2c1	1.3	-6	-2	-5	-6	-1	1.0	103	2	.
4	CNC(=O)c1c(NC(=O)CCS(=O)(=O)c2ccccc2)sc2c1CCN(C(=O)OC)C2	-0.8	5	1	2	-6	8	-2.2	93	-3	-8
5	C1CSC2(N1)C1CC3CC2CC(C1)C31NCCS1 (configuration not stated)	-2.1	-5	-1	-6	-5	12	-0.2	101	1	6
6	COc1ccc(CCN=c2c([N+](=O)[O-])nn(-c3cccc(C)c3)n2O)cc1OC	0.3	0	4	-4	-4	.	0.0	91	4	-1
7	O/N=C(\COc1ccccc1O)c1ccccc1	0.9	3	2	-3	-1	1	-3.2	105	1	-2
8	CC(=O)c1ccc(S(=O)(=O)Nc2ccc(-c3cn4c(n3)SCC4)cc2)cc1	-0.1	-5	-1	-18	-5	2	-0.2	103	-3	2
9	Cc1cc(NC(=O)c2ccccc2)ccc1NC(=O)Cc1ccccc1	-1.1	2	0	-3	-5	-5	0.9	113	0	.
10	O=C(O)COc1ccc(Oc2ccccc2)cc1	0.2	-1	-2	1	-2	1	-0.4	101	5	-4
11	O=C(CSCc1ccc(F)cc1)Nc1ccc(F)cc1	0.9	-11	-5	8	-9	-4	0.3	106	0	-2
12	COc1cc(OC)nc(NC(=O)C(C)C)n1	0.3	-4	1	3	-4	.	1.3	98	2	.
13	CC(=O)N1SC(N)=NC1c1ccccc1 (configuration not stated)	3.3	-6	5	-8	2	0	0.3	78	-1	-7
14	Cc1c(NC(=O)c2cnc(Cl)c(Cl)c2)c(=O)n(-c2ccccc2)n1C	-1.7	2	0	-3	-7	0	-1.3	.	4	4
15	CCc1cc(Br)ccc1NC(=S)NCCc1ccccc1	-1.2	1	-6	-8	-6	9	-3.1	105	1	-2

A portion from further up:
No.	smiles	C-LANA FP	Arr AP2 block	DAGLB inhibitor	Cardiac RTF inh	Keap1 Nrf2 FP	NSD2 inh	CAL PDZ FP-1	Pemphigus Ab inh	V-ATPase pHluor	CAL PDZ FP-2
7	O/N=C(\COc1ccccc1O)c1ccccc1	0.9	3	2	-3	-1	1	-3.2	105	1	-2
8	CC(=O)c1ccc(S(=O)(=O)Nc2ccc(-c3cn4c(n3)SCC4)cc2)cc1	-0.1	-5	-1	-18	-5	2	-0.2	103	-3	2
9	Cc1cc(NC(=O)c2ccccc2)ccc1NC(=O)Cc1ccccc1	-1.1	2	0	-3	-5	-5	0.9	113	0	.
10	O=C(O)COc1ccc(Oc2ccccc2)cc1	0.2	-1	-2	1	-2	1	-0.4	101	5	-4
11	O=C(CSCc1ccc(F)cc1)Nc1ccc(F)cc1	0.9	-11	-5	8	-9	-4	0.3	106	0	-2
12	COc1cc(OC)nc(NC(=O)C(C)C)n1	0.3	-4	1	3	-4	.	1.3	98	2	.
13	CC(=O)N1SC(N)=NC1c1ccccc1 (configuration not stated)	3.3	-6	5	-8	2	0	0.3	78	-1	-7
14	Cc1c(NC(=O)c2cnc(Cl)c(Cl)c2)c(=O)n(-c2ccccc2)n1C	-1.7	2	0	-3	-7	0	-1.3	.	4	4
15	CCc1cc(Br)ccc1NC(=S)NCCc1ccccc1	-1.2	1	-6	-8	-6	9	-3.1	105	1	-2

The list continues:
No.	smiles	C-LANA FP	Arr AP2 block	DAGLB inhibitor	Cardiac RTF inh	Keap1 Nrf2 FP	NSD2 inh	CAL PDZ FP-1	Pemphigus Ab inh	V-ATPase pHluor	CAL PDZ FP-2
16	CCN1CCN(C(=S)Nc2ccccc2Cl)CC1	-1.3	7	2	-2	-2	6	-1.8	97	0	-3
17	Cc1cc2occ(CC(=O)OCC(=O)Nc3sc4c(c3C#N)CCC(C)C4)c2cc1C (configuration not stated)	-1.0	2	-6	-6	0	0	-0.2	98	-2	-2
18	CCOc1ccc2nc(NC(=O)C3CCCN(S(=O)(=O)c4cccc5nonc45)C3)sc2c1 (configuration not stated)	1.3	-3	3	-7	-4	1	-3.1	84	3	-1
19	O=C(O)[C@H]1Cc2ccccc2CN1S(=O)(=O)c1ccc(F)cc1	-0.1	24	-3	-8	1	1	-1.9	93	1	0
20	O=C(NCc1cccc(F)c1)c1noc2c1CCCC2	0.6	1	-2	-2	-5	.	-0.3	105	5	.
21	Cc1ccc(-c2ocnc2C(=O)Nc2nc(C)cs2)cc1	-2.8	-15	-19	5	-4	-3	-0.4	100	-3	.
22	O=S(=O)(O)c1cccnc1SCc1ccccc1	2.2	2	-4	1	1	.	0.9	102	2	-5
23	COc1ccc(C(=O)c2ccc(OC)c(OC)c2OC)cc1	-0.7	1	-2	-7	-6	-2	.	93	-3	-1
24	CC1CC(C)CN(C(=O)CSc2ncnc3sccc23)C1 (configuration not stated)	0.2	-8	-3	-1	-5	-1	-0.6	108	-3	-5
25	CN(c1ccccc1)S(=O)(=O)c1ccc(C(=O)NCC(c2ccco2)N2CCCCC2)cc1 (configuration not stated)	0.3	-30	-1	3	-6	-2	0.0	101	9	.
26	Cc1c(/C(O)=C2/C(=O)C(=O)N(Cc3cccnc3)C2c2ccccn2)cnn1-c1ccccc1 (configuration not stated)	0.3	8	0	-1	-3	.	-2.1	104	0	-1
27	Cc1ccc(S(=O)(=O)N2CCN(CCOc3ccccc3)CC2)cc1	-0.6	-21	-2	-6	0	0	-0.9	101	-4	-6
28	COc1cccc(-c2csc(N3CCN(CC(=O)NNC(=O)c4ccc(Br)cc4)CC3)n2)c1	-4.0	3	-3	-13	3	1	-0.1	98	-6	-1
29	CCOc1ccc(N=C2NC(=O)C(CC(=O)Nc3ccccc3)S2)cc1 (configuration not stated)	0.0	-1	0	-10	-4	1	6.9	154	10	-5
30	CCOc1ccc(NC(=S)N/N=C(\C)Cc2ccc(OC)cc2)cc1	-2.8	1	0	-27	-4	2	0.5	112	-1	-3
31	COc1ccc(C(=O)NCc2ccccc2OC)cc1	-0.8	-5	1	-7	-3	-10	-2.8	129	1	1
32	CC/C(C)=N/N1C(=O)c2ccccc2NC1(C)CC (configuration not stated)	-1.1	-8	-10	-12	-3	0	-3.0	88	-3	-1
33	CC(Sc1nc2ccccc2c(=O)[nH]1)C(=O)O (configuration not stated)	-0.6	6	0	-5	-1	-2	.	99	0	-6
34	CCc1nc(C(N)=O)c2[nH]c(=O)n(-c3ccc(OC)cc3OC)c2n1	-4.0	-9	-1	17	-3	1	-1.8	94	4	-3
35	CCCC(=O)N1CCN(c2ccc(NC(=S)NC(=O)CC)cc2)CC1	-2.4	4	-2	-4	-6	2	-2.1	94	-3	.
36	NC1=NN=C(c2ccc3c(c2)OCCO3)CS1	1.0	-18	1	5	2	4	-0.9	117	-1	-1
37	COc1ccc(-c2nn(-c3ccccc3)cc2/C=N/Nc2ccc(S(N)(=O)=O)cc2[N+](=O)[O-])cc1OC	1.4	4	5	2	-7	-1	.	87	1	-9
38	Cc1cccn2cc(CNC(=O)c3ccco3)nc12	-0.5	2	-6	-1	0	-1	-0.8	97	0	-3
39	CCN(CC)c1ccc(S(=O)(=O)N(CC)CC)cc1NC(=O)C1CCCC1	-1.0	-9	-9	4	-5	-10	-3.2	105	-1	1
40	CC(=O)Nc1ccc(S(=O)(=O)NCCC(=O)OC(C)C(=O)NC2(C#N)CCCCC2)cc1 (configuration not stated)	2.2	4	-4	-6	0	-1	0.3	106	1	-1
41	CCn1c(SCC(=O)NC2CCCC2)nc2c1c(=O)n(C)c(=O)n2C	-1.2	-6	0	5	-3	-1	-2.8	87	2	-2
42	CC(C)(C)OC(=O)C[C@@H]1C/C=C\C[C@H](CC(=O)N(CCO)Cc2ccccc2)C(=O)N2CCC[C@H]2COC1=O	1.9	18	-6	-6	0	.	-1.9	100	-8	-3
43	CCC(Oc1ccccc1)C(=O)Nc1nnc(S(=O)(=O)N2CCCCC2)s1 (configuration not stated)	.	-3	6	18*	2	5	-1.8	85	-1	-5
44	CC(C)(C)N(Cc1ccccc1)C(=O)COC(=O)Cn1[nH]c(=O)c2ccccc2c1=O	.	.	-4	.	.	0	.	102	1	.
45	COc1ccccc1NC(=O)Cn1cnc2c(nc3n2CCCCC3)c1=O	1.2	-13	-1	-2	-3	-3	-1.8	102	-1	2
46	CCOC(=O)c1c(N)ssc1=S	2.0	10	1	0	0	-4	-0.4	101	-1	1
47	CC1CCCN(C(=O)Cn2c3ccccc3c3nc4n(c(=O)c32)CCS4)C1 (configuration not stated)	1.0	2	1	-12	1	3	-1.7	.	2	-5
48	O=C(NCc1ccc2c(c1)OCO2)C1CC(c2ccc(Cl)cc2)=NO1 (configuration not stated)	1.8	8	-1	-3	1	0	0.9	103	-1	.
49	Cc1nc2c(C)cccc2cc1C(=O)N/N=C/c1ccc(N(C)C)cc1	1.2	-6	0	-1	-5	.	-1.8	104	3	-3
50	CCOC(=O)CC(NC(=O)Cn1nnc(-c2ccccc2F)n1)c1ccc(OC)cc1 (configuration not stated)	0.4	4	-2	-4	-4	38	-1.4	121	0	4
51	COC(=O)c1nn(-c2ccc(C)cc2)ccc1=O	0.6	15	3	-3	0	12	-0.5	96	3	.
52	O=C(NCCN1CCCC(O)C1)c1cc(COc2ccc(F)cc2Cl)on1 (configuration not stated)	0.1	-1	-2	-3	-3	-1	-1.5	100	-5	-4
53	CS(=O)(=O)c1ncc(Cl)c(C(=O)Nc2ccc3ccccc3c2)n1	0.7	-8	-6	-8	-5	1	-1.9	108	.	-4
54	CC(C)CN(C(=O)c1ccc2c(c1)OCO2)C1CCS(=O)(=O)C1 (configuration not stated)	-1.4	6	2	-6	-2	-1	-1.5	95	-3	-1
55	O=C(Cn1ccc2ccccc2c1=O)NCC(=O)Nc1ccc(F)cc1F	-3.7	6	0	-3	-3	-11	-0.4	.	-1	.
56	O=C1c2ccccc2N(Cc2ccc(Cl)cc2)C2=NCCN12	1.7	-5	2	-1	1	0	-0.6	97	3	3
